# Bioassay records (PubChem)
# p97 ATPase inh – inhibitors of human p97 ATPase | inhibition, % at 8 µM | AID 1481 | P55072 | actives 0.42% (n = 220,000) | recombinant p97 ATPase, Kinase-Glo ATP luminescence, 3 h; in the data active = inhibition above about 15%;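 also: 0% = DMSO vehicle and 100% = wells lacking enzyme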
# RBBP9 inh – inhibitors of human serine hydrolase RBBP9. O75884. AID 1515. actives 0.2% (n = 220,000). inhibition, % at 7.94 µM. recombinant RBBP9, FP-Rh probe fluorescence polarization;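 active = inhibition above the campaign mean of all tested compounds plus 3 SD, cut at about 14% in these data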;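 also: plate controls were DMSO wells with RBBP9 for no effect and wells lacking RBBP9 protein for full effect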
# Target sequence (O75884 whole entry, looked up): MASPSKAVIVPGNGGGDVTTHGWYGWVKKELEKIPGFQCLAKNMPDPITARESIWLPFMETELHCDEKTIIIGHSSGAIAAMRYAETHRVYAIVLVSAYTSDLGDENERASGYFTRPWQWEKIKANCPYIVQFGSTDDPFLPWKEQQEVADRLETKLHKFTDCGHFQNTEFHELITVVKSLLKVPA
#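 Measured by: FP readout at 525/598 nm; material: recombinant human RBBP9; also added: Serine-hydrolase probe FP-Rh, 375 nM pre-mixing; medium: Tris buffer pH 8.0, NaCl, Pluronic; replication: one well per compound; doses: one concentration, 7.94 µM nominal, 0.794% DMSO; timing: preincubation 30 min plus labeling 45 min at 25 °C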
# Runt-SMMHC FRET – Runt domain-CBFb-SMMHC interaction inhibition. Q01196+Q13951. Cerulean-Runt/Venus-CBFb-SMMHC FRET ratio 530/480, 1 h. inhibition, % at 20 µM. actives 0.74% (n = 220,000);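 active = mean inhibition across duplicate retests at 20 µM reaching about 50%, limit read from the data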;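 also: 0% = DMSO wells and 100% = wells with excess untagged CBFb-SMMHC; inhibitors lower the FRET ratio by blocking Runt binding to CBFb-SMMHC; some results filed as inactive read as strong as hits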
# Runt-CBFb FRET – blocks binding of human RUNX1 Runt domain to CBFb; Q01196+Q13951; Cerulean-Runt/Venus-CBFb FRET ratio 530/480, 1 h; inhibition, % at 20 µM; actives 0.46% (n = 220,000);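 active = inhibition over about 50% at 20 µM in the single-dose screen, limit read from the data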;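 also: 0% = DMSO wells and 100% = excess unlabeled CBFb competitor control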
#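 Buffer or medium: Tris pH 7.5 buffer with BSA. Assay system: Cerulean-labeled Runt domain protein. Amount: each fluorescent fusion protein 100 nM. Read-out basis: loss of energy transfer signal. Incubation: 1 h compound exposure, room temperature. Probe or stimulus: Venus-CBFb binding partner, 100 nM. Detection: FRET, excitation 422 nm, emission at 530 and 480 nm.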
# EBV gp42 block – EBV gp42 inhibition | Fluorescence polarization binding assay, mP read-out | inhibition, % (tested at 21.74 µM) | actives 0.42% (n = 220,000) | AID 1085; in the data active = inhibition above about 50%
# Target sequence (Q1HVG2 whole entry, looked up): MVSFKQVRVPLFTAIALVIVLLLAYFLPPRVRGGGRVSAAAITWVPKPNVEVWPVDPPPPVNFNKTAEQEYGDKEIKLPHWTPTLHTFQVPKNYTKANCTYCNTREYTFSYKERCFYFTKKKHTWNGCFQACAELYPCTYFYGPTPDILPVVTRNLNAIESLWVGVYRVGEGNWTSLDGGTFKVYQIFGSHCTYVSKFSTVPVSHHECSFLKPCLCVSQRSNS
# Calpain2 inh – blocks pig calpain II enzyme activity; actives 0.37% (n = 220,000); inhibition, % at 16 µM; purified calpain II, fluorogenic peptide substrate, 30 min;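 active = inhibition above about 50%, limit read from the data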
# Furin inh – blocks human furin protease activity. AID 463115. P09958. actives 0.061% (n = 220,000). purified furin, fluorogenic substrate cleavage. inhibition, % at 30 µM; in the data active = inhibition above about 25%; also: inactives centre near -15
# Target sequence (P09958 108-714 limits assumed): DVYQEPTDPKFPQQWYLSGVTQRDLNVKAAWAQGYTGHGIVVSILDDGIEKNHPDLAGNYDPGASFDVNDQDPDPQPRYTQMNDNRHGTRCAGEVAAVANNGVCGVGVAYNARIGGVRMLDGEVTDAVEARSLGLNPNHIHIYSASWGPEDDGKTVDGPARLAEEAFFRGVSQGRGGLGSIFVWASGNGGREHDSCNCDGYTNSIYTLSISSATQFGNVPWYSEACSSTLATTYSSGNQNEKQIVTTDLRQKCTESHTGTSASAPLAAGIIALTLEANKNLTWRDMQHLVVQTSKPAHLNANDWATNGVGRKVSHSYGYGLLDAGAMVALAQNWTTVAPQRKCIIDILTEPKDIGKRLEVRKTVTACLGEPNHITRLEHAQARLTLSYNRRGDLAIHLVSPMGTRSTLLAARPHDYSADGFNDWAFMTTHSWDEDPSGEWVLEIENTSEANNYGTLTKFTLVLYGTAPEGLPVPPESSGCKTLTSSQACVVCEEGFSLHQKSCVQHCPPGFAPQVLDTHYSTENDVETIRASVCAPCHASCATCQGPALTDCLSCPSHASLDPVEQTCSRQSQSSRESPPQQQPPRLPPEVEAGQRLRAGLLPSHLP
# TbHK1 inh – T. brucei hexokinase 1 inhibition; recombinant TbHK1, G6PDH-coupled NADH A340; actives 0.11% (n = 220,000); inhibition, % at 10 µM;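 active = inhibition of 50% or more in the single-dose primary screen; inactive = inhibition below 50%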
# p47phox inh – blocks human p47phox regulatory protein of NADPH oxidases; inhibition, % at 24.7 µM; actives 0.53% (n = 220,000); p47phox/p22phox peptide binding, fluorescence polarization, 2 h; AID 1274; P14598;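 active = inhibition above about 30%, limit read from the data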;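 also: 0% = p47phox with labelled peptide and 100% = labelled peptide alone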
# Active calls of the source: *; nt = no result given; [ ] = remark or other dose.
SMILES,p97 ATPase inh,RBBP9 inh,Runt-SMMHC FRET,Runt-CBFb FRET,EBV gp42 block,Calpain2 inh,Furin inh,TbHK1 inh,p47phox inh
O=C(Nc1cc(C(F)(F)F)ccc1N1CCCC1)c1cccnc1,3.4,7.9,2.9,-1.5,-8.1,-10.6,-23.5,0.0,-9.2
CC(=O)c1ccc(Nc2c(C)n(C)n(-c3ccccc3)c2=O)cc1,-2.8,-10.6,-2.3,-1.2,-5.1,15.7,-3.5,-40.7,7.3
COC(=O)[C@H](CCSC)NC(=O)Nc1ccc(OC)cc1,0.9,-2.6,2.7,-0.8,-15.8,5.6,-11.1,30.2,-17.1
Cc1ccc(CSCCNC(=O)c2ccc(NS(C)(=O)=O)cc2)cc1,2.3,-1.6,-5.0,-1.0,0.1,-19.8,-26.3,4.8,-13.4
COc1ccc(-c2nc(NC(=O)CSc3nnc(C)s3)ns2)cc1,0.0,-3.6,1.1,1.9,-3.1,-47.3,-18.9[20 µM],-1.6,-21.8
O=C(c1ccco1)N1CCN(c2nc(C(F)(F)F)nc3c2nnn3Cc2ccccc2)CC1,-2.7,-4.8,-3.4,-8.0,-0.8,22.3,-27.3[20 µM],-10.6,2.6
S=C(Nc1ccc(Cl)cc1)N1CCCC1,-0.3,-0.9,-31.0,-0.2,-7.0,4.6,-9.3,2.8,0.0
COC(=O)C1=C(C)NC(=S)NC1c1ccc(-c2cccc(Cl)c2)o1 (centres undefined),6.1,-10.0,26.2,23.6,-26.7,-19.2,-2.8,10.4,-63.1
CC(C)Cn1c(SCC(=O)Nc2cccc(S(N)(=O)=O)c2)nc2ccccc2c1=O,3.1,-0.7,-4.7,-0.1,-8.2,11.8,-12.8,1.1,-4.0
C#CCOCCOCCOCCNc1nc(N2CCOCC2)nc(N2CCN(C(=O)[C@H](CCC(=O)O)n3cc(C(N)[C@H](C)CC)nn3)CC2)n1 (some centres undefined),-1.5,-17.2,-0.4,3.2,-5.4,13.6,-5.7,-5.4,8.3
CCOC(=O)c1ccc2c(c1)nc(SCC(=O)NC(C)C)n2CC,0.8,1.5,-5.0,-2.3,-12.6,-11.7,-17.7[20 µM],-2.8,-7.7
CCOC(=O)C[N+](CC)(CC)CC#Cc1ccccc1,5.0,-1.3,6.5,0.3,-14.5,0.8,-24.8,-1.9,-8.5
O=C(NCCCN1CCCC1=O)c1cccc(N2CCCC2=O)c1,1.0,-3.2,2.5,1.6,-11.6,-26.0,-18.2[20 µM],-5.3,1.4
Cc1ccc2cc(CN(CC3CCCO3)C(=O)Nc3ccccc3F)c3nnnn3c2c1 (centres undefined),5.1,7.4,1.2,-2.9,-5.7,-12.5,-29.6,-3.3,-8.4
N#CC1=C(N)Oc2n[nH]c(-c3cccs3)c2C1C1C=CCCC1 (centres undefined),-2.5,-5.5,2.3,0.3,6.2,15.6,-12.7[20 µM],5.1,-20.9
CN1CCC(=NNc2ccc(S(=O)(=O)N3CCOCC3)cc2[N+](=O)[O-])CC1,5.1,-5.4,2.7,-1.3,-1.9,-10.0,-11.2,-3.8,-0.5
Cc1ccc(-c2csc3ncnc(N4CCc5ccccc5C4)c23)cc1,2.3,-7.3,-4.4,-0.4,-26.1,12.0,-10.8,-5.6,-32.3
Cc1cc(C)nc(N/C(=N\S(=O)(=O)Cc2ccccc2)Nc2ccccc2Br)n1,0.8,5.5,1.1,-0.5,2.3,33.5,-9.3,0.0,5.0
CCOC(=O)c1[nH]c2ccccc2c1NC(=O)c1ccco1,4.3,-7.9,1.0,-1.0,-21.5,0.7,-25.1[20 µM],-11.9,-8.0
O=[N+]([O-])c1cc(S(=O)(=O)C(F)(F)F)ccc1Sc1nc2ccccc2[nH]1,19.5*,3.5,2.7,3.2,-3.8,-22.9,-26.7[20 µM],-4.2,-2.5
CCOc1cc(/C=N/NC(=O)C(=O)N2CCCC2)ccc1O,3.6,0.1,0.2,2.5,-3.1,-18.0,-20.6,-18.0,9.0
Cc1c(C(=O)Nc2ccccc2)oc2c1C(=O)CC(C)(C)C2,4.6,-4.4,-8.2,-0.6,-10.2,8.8,-2.6[20 µM],-0.4,-6.9
CCCCC(=O)Nc1cc(-c2nc3ncccc3o2)ccc1C,-1.9,-7.7,2.2,-3.8,-4.3,-128.3,-32.0,-4.6,-9.3
Cc1sc2nc(SCC(=O)Nc3c(C)n(C)n(-c4ccccc4)c3=O)n(C)c(=O)c2c1C,0.9,-4.1,7.7,6.8,7.8,-32.6,-28.2[20 µM],-6.8,-9.3
C#CCOCCOCCOCCNc1nc(N2CCN(C(=O)[C@H](CCCCN)n3cc(C(N)[C@H](C)CC)nn3)CC2)nc(N2CCN(C(=O)[C@H](CCC(=O)O)n3cc(C(N)[C@H](C)CC)nn3)CC2)n1 (some centres undefined),1.4,-7.5,2.2,3.3,-4.2,-23.2,-29.9,-2.1,-2.7
C=C(C)CSc1[nH]c(=O)cc(C)c1C#N,0.2,-5.1,1.3,1.7,-30.6,-20.7,-31.2,-3.4,-12.8
CC(Sc1cccc2cccc(C(=O)O)c12)C(=O)O (centres undefined),3.4,-0.8,-7.3,1.4,11.5,-17.9,-11.9[20 µM],-2.0,-19.1
O=C(COC(=O)CCCc1c[nH]c2ccccc12)Nc1ccc2c(c1)OCO2,4.2,-2.5,-3.4,-2.6,8.3,10.3,-25.7,7.8,-15.7
C=C(C)CN=C1SC(C(=O)Nc2sc3c(c2C(=O)OC)CCC3)C(N)=C1C(N)=O (centres undefined),6.8,6.5,5.9,-1.2,3.6,-35.7,-1.2,-13.0,-17.4
O=c1c(-c2ccc(F)cc2)coc2c3c(ccc12)OCCO3,2.5,-2.0,-9.2,0.7,-20.1,22.4,-26.5[20 µM],2.6,11.6
Cc1ccccc1OCCNC(=O)c1ccccc1Sc1ccccc1C#N,-5.0,-8.3,-5.8,-5.6,-13.7,38.8,-13.7,-0.5,5.7
Cc1nn(CCC(N)=S)c2nc(-c3cccs3)cc(C(F)(F)F)c12,1.7,-5.8,4.1,18.7,-6.8,-11.8,-19.0,-25.0,-9.5
O=C(c1ccc(-n2c(SCc3cccc(F)c3)nc3ccccc3c2=O)cc1)N1CCOCC1,-1.3,1.7,0.7,-1.9,3.1,-23.7,-18.1,-9.1,0.8
Cc1cc(S(=O)(=O)NCC(C)C)ccc1OCC(=O)NCc1ccccn1,-5.7,-6.6,-2.0,-0.4,-29.4,13.6,-19.1[20 µM],-1.9,-1.2
O=C(NNc1cc(Cl)cc(Cl)c1)C1CCC1,5.4,-5.6,-1.0,-1.8,-8.0,-7.1,-12.7,-6.3,-11.5
Cc1ccc(S(=O)(=O)N(C)C)cc1NS(=O)(=O)c1ccc(Cl)s1,4.7,4.2,-3.1,-2.0,-17.9,-9.9,-16.0,36.3,-7.4
Cc1cnc(C(=O)Nc2cc(S(=O)(=O)N3CCOCC3)ccc2N2CCN(C)CC2)cn1,6.6,5.2,-2.9,-1.7,-28.4,1.6,-1.5,-9.7,1.0
Cc1cc(N2CCOCC2)nc(-c2ccc(Br)cc2)n1,-5.0,5.7,3.5,-1.0,-6.5,21.9,-12.3,0.0,2.1
Cc1cc(C(=O)NNC(=O)Nc2ccccc2)no1,4.3,7.1,-2.0,1.6,-18.0,-4.8,-12.0,-5.2,-3.0
Cn1cccc1/C=N/n1c(-c2ccc(C(C)(C)C)cc2)n[nH]c1=S,-4.4,-7.1,19.9,14.1,1.4,-14.5,-10.3,-4.4,-2.4

# 3 entries already listed, ordered by their value in Furin inh, highest first:
SMILES,p97 ATPase inh,RBBP9 inh,Runt-SMMHC FRET,Runt-CBFb FRET,EBV gp42 block,Calpain2 inh,Furin inh,TbHK1 inh,p47phox inh
Cc1cc(C(=O)NNC(=O)Nc2ccccc2)no1,4.3,7.1,-2.0,1.6,-18.0,-4.8,-12.0,-5.2,-3.0
O=C(COC(=O)CCCc1c[nH]c2ccccc12)Nc1ccc2c(c1)OCO2,4.2,-2.5,-3.4,-2.6,8.3,10.3,-25.7,7.8,-15.7
C=C(C)CSc1[nH]c(=O)cc(C)c1C#N,0.2,-5.1,1.3,1.7,-30.6,-20.7,-31.2,-3.4,-12.8

# Other entries follow:
SMILES,p97 ATPase inh,RBBP9 inh,Runt-SMMHC FRET,Runt-CBFb FRET,EBV gp42 block,Calpain2 inh,Furin inh,TbHK1 inh,p47phox inh
CCOc1ccccc1NC(=O)NC1(C(=O)N2CCOCC2)CCCCC1,-5.0,-5.8,-2.1,1.2,-2.7,-43.9,-17.5,1.4,2.4
Cc1cc(C)c(C(N)=O)c(SCC(=O)c2ccc(Cl)cc2)n1,1.7,-8.7,0.9,-3.2,-1.3,-36.8,-23.5[20 µM],9.3,-12.3
CCc1ccc(N2C(=O)c3ccc4c5c(ccc(c35)C2=O)CC4)cc1,-4.3,-5.9,-18.3,-6.8,-7.1,-305.0,-20.2[20 µM],1.8,-17.3
O=C(Nc1nc(NC(=O)c2ccco2)n(-c2ccccc2)n1)c1ccccc1,1.1,-4.8,2.3,0.9,-10.7,25.6,-23.8[20 µM],2.1,-3.2
COc1ccc(/C=N/Nc2nnc(-c3ccccc3)c(=O)[nH]2)cc1,17.0*,-5.0,-0.1,-2.0,-4.9,-5.6,-18.2,-8.3,-6.4
COc1cccc(NC(=O)CN(c2cccc(OC)c2)S(C)(=O)=O)c1,5.5,2.6,nt,nt,3.4,-2.6,-24.2,-1.0,-1.9
COc1ccc(N(CC(=O)Nc2c(C)n(C)n(-c3ccccc3)c2=O)S(=O)(=O)c2ccccc2)cc1OC,-1.2,-9.0,3.3,-1.1,-15.8,-10.6,-32.2,4.2,-2.1
CC1(C)NC(=O)N(CC(O)COc2ccccc2C(=O)Nc2ccccc2)C1=O (centres undefined),3.0,-4.1,-1.8,0.8,-14.8,-27.1,-17.4,-2.0,-11.0
C[C@](N)(Cc1ccc(O)c(O)c1)C(=O)O,-1.1,5.8,15.3,16.1,5.4,16.7,-12.8,9.3,-0.1
O=C(Nc1nnc(CCS(=O)(=O)c2ccc(Br)cc2)s1)c1ccc([N+](=O)[O-])cc1,4.1,-0.6,-2.7,nt,-19.9,9.1,-25.3[20 µM],-3.7,-11.2
Cn1c(C(=O)N2CCCc3ccccc32)cc2sccc21,-2.0,-1.1,0.1,-1.6,-6.7,9.1,-10.1,-7.4,-20.5
Nc1ccc(S(=O)(=O)N2CCCc3ccccc32)cc1,-0.9,-4.2,-1.0,0.0,21.3,6.4,-16.2,-2.1,-1.2
O=C(N/N=C/c1ccccc1)c1cc(=O)[nH]c2ccccc12,-4.4,-10.1,0.0,-0.8,13.0,0.3,-4.7,-13.8,-7.6
CCOc1cc2[nH]c(=S)n(C3CCN(Cc4ccccc4)CC3)c(=O)c2cc1OCC,3.1,-8.0,2.3,-1.2,-10.9,-9.0,-21.3,-10.6,-14.0
Cc1ccccc1N1CCN(C(=O)c2ccccc2NC(=O)C2CC=CCC2C(=O)O)CC1 (centres undefined),1.7,-8.1,-0.5,0.3,-18.1,-24.7,-7.8[20 µM],-9.9,-2.9
COC(=O)c1c(-n2c(C)cc(C=O)c2C)sc2c1CCCC2,-5.3,-5.0,0.6,nt,-12.2,-1.9,2.6[20 µM],0.5,-2.0
CN1N=C(C(C)(C)C)CSC1=Nc1ccccc1,-0.8,-8.0,-1.6,-0.5,-3.4,-15.9,-13.8,-4.1,-2.6
